Rac1 act GTP bind – GTP binding modulators of activated mutant Rac1, primary screen, biochemical, bead-based flow cytometry, multiplex, fluorescent GTP; GST-Rac1 activated beads; actives lie on both sides; 100% means binding = to untreated wells; percent activity (GTP binding), % at 10 µM; actives 0.11% (n = 190,000); AID 764, 2007;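 active = GTP binding at least 20 percentage points away from the 100% baseline, in either direction, so actives lie on both sides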
Cdc42 wt – modulators of GTP binding to wildtype Cdc42, primary screen, biochemical, multiplex bead flow cytometry, Bodipy-GTP; Cell division control protein 42 homolog (Homo sapiens), P60953; GST-Cdc42 beads; actives lie on both sides; percent activity (GTP binding), % at 10 µM; actives 0.2% (n = 190,000); AID 761, 2007;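 active = percent activity GTP binding at least 20 points away from the 100% baseline, either down as inhibitor or up as activator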;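 also: median bead fluorescence of bound Bodipy-FL-GTP at 100 nM; 0% = excess unlabeled GTP control and 100% = no compound control; below 100% means less GTP binding so inhibitor and above means activator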
Avidin bead fluor – green autofluorescence of compounds with avidin beads – biophysical, 488/530 nm, flow cytometry, artefact control, profiling panel; compound fluorescence 488/530 nm; hits give high values; fluorescence (KMESF) at 10 µM; actives 0.38% (n = 220,000); AID 1775, 2009; in the data active = fluorescence above about 47; also: inactives centre near 10
GSH bead fluor – compound fluorescence on glutathione beads, profiling panel, artefact control, biophysical, 488/530 nm, flow cytometry; AID 1776, 2009; actives 0.25% (n = 190,000); fluorescence (KMESF) at 10 µM; GSH beads flow cytometry, compound fluorescence 488/530 nm; hits give high values; in the data active = fluorescence above about 89;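 also: glutathione beads carrying GST-tagged Bcl family fusion proteins plus one bare bead set; values are compound well signal with DMSO vehicle wells as background; inactives centre near 16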
Rab7 wt GTP bind – modulators of GTP binding to Rab7, primary screen, biochemical, wildtype, multiplex bead flow cytometry | actives 0.055% (n = 190,000) | GTP binding activity (percent of control), % at 10 µM | Rab7 GTPase wild type (dog), Bodipy-FL-GTP binding | GST-Rab7 beads, fluorescent GTP binding; actives lie on both sides; untreated = 100%, excess cold GTP = 0% | AID 758, 2007;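 active = fluorescent GTP binding to Rab7 beads changed by at least 20 points from the 100% baseline, either direction, mostly lower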;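 also: median green fluorescence of bound Bodipy-FL-GTP per Rab7 bead population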
ABCB1 block – ABCB1 efflux pump inhibitors, primary screen, cell-based, multiplex, flow cytometry, ABCG2 counter-screen; ATP-dependent translocase ABCB1 (Homo sapiens), P08183; CCRF-Adr cells, JC-1 efflux; inhibition, % at 6.6 µM; actives 0.067% (n = 190,000); AID 1326, 2008; in the data active = inhibition above about 40%;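 also: 0% = vehicle and 100% = reference inhibitor; higher value means more JC-1 retained so stronger ABCB1 efflux block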
ABCG2 inh – ABCG2 efflux pump inhibitors, primary screen, multiplex with ABCB1, IgMXP3 cells, flow cytometry. inhibition, % at 6.6 µM. Broad substrate specificity ATP-binding cassette transporter ABCG2 (Homo sapiens), Q9UNQ0. actives 0.1% (n = 190,000). AID 1325, 2008. JC-1 efflux;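 active = inhibition above 80%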;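 also: 0% = DMSO and 100% = nicardipine control wells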
Target sequence (Q9UNQ0 whole entry, looked up): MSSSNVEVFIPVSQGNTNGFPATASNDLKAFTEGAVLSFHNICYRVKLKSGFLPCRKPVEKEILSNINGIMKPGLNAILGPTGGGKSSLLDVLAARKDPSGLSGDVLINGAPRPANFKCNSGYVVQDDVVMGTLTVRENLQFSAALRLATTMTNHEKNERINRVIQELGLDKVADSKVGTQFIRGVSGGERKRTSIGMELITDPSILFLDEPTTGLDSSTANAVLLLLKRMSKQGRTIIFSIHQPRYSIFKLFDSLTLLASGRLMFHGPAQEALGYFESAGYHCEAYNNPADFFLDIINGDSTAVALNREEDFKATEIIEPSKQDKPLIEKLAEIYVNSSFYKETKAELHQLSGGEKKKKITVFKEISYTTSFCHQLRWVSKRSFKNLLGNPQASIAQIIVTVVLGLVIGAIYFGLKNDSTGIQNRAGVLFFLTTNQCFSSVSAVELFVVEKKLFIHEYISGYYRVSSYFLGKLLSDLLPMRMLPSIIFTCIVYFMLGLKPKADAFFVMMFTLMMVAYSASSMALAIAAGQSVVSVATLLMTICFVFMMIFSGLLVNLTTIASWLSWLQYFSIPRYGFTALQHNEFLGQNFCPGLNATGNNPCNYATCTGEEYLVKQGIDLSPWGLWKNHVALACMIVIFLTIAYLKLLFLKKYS
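test system = two drug-resistant human cell lines, ABCG2 and ABCB1 | amount = 3 million cells/mL final, two lines in 1:1 ratio | reagent = JC-1 transporter substrate | doses = one concentration, 6.6 µM final | incubation = 10 min at 25 °C | signal = flow cytometric JC-1 green MFI at 530 nm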
Rab2A wt mod – modulators of GTP binding to Rab2A wildtype, primary screen, biochemical, dog, bead-based flow cytometry, multiplex | Ras-related protein Rab-2A (Canis lupus familiaris), P61105 | AID 760, 2007 | GST-Rab2 wt beads, Bodipy-GTP binding | GTP binding activity, % at 10 µM | actives 0.19% (n = 190,000);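 active = GTP binding activity at least 20 points away from 100%, either lowered or raised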;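 also: 0% = beads with excess unlabeled GTP and 100% = no-compound control corrected for plate trend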
Pf gamet viab – late stage P. falciparum gametocyte viability inhibitors, primary screen, ATP luminescence, HTS | P. falciparum stage V gametocytes, 24 h | inhibition, % at 10.9 µM | actives 0.065% (n = 150,000) | AID 743093, 2013;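 active = inhibition above the mean plus 3 SD of compounds within the control limits, set per campaign, cut at about 38% in these data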;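 also: 0% = DMSO wells and 100% = medium only without gametocytes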
HRas wt GTP – modulators of GTP binding to HRas wildtype, primary screen, biochemical, bead-based flow cytometry, multiplex | GTPase HRas (Homo sapiens), P01112 | GST-Ras wt beads, Bodipy-FL-GTP binding; actives lie on both sides | GTP binding activity, % at 10 µM | actives 0.14% (n = 190,000);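 active = GTP binding activity at least 20% away from the 100% baseline, either lowered as inhibitor or raised as activator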;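 also: 0% = unlabeled GTP competition control and 100% = no-compound control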
Rac1 wt modul – wildtype Rac1 GTP binding modulators, primary screen, biochemical, GST-Rac1 beads, flow cytometry, multiplex. GTP binding activity (% of control), % at 10 µM. Ras-related C3 botulinum toxin substrate 1 (Homo sapiens), P63000. actives 0.27% (n = 190,000). AID 757, 2007. fluorescent GTP binding; actives lie on both sides; 0 = cold GTP competed, 100 = untreated;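 active = GTP binding activity at least 20 points away from the 100% control level, either lower or higher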
The depositor's hits bear a star; / = no result given; [ ] = another dose, or the depositor's remark.

Structure	Rac1 act GTP bind	Cdc42 wt	Avidin bead fluor	GSH bead fluor	Rab7 wt GTP bind	ABCB1 block	ABCG2 inh	Rab2A wt mod	Pf gamet viab	HRas wt GTP	Rac1 wt modul
O=C(c1cccc([N+](=O)[O-])c1)N1CC2C3C=CC(C3)C2C1 (stereo not given)	96	96	11	12	96	0.5	4	98	-9	97	99
FC(F)Oc1ccc(/C=N/c2c(-c3ccc(OC(F)F)cc3)nc3n2CCS3)cc1	93	98	26	18	94	0.0	-1	95	8	98	98
COc1ccc(NC2=CC(c3cccc(OC)c3)N(c3ccc(OC)cc3)C2=O)cc1 (stereo not given)	97	99	17	17	97	1.5	1	100	-22	99	99
Cc1nc2sccc2c(=O)n1-c1cccc(Cl)c1	101	103	26	8	98	0.3	1	100	/	99	106
CC(C)NC(=O)COC(=O)c1ccc(S(=O)(=O)N2CCCC2)cc1	98	94	9	12	95	0.9	6	97	-4	95	100
COc1ccc(OC)c(NC(=O)COC(=O)/C=C/c2c(C)nn(C3CCS(=O)(=O)C3)c2Cl)c1 (stereo not given)	98	99	11	30	99	1.2	34	95	-5	96	98
Cc1ccccc1-n1c(=O)cc(NCc2ccc3c(c2)OCO3)[nH]c1=O	102	104	17	22	103	0.1	-1	103	-9	103	103
COc1ccc(/C=C/C(=O)c2cc3c(cc2N)OCO3)cc1	95	95	16	12	108	0.9	11	101	-8	98	102
O=c1/c(=C/c2ccccn2)sc2n1CN(c1ccccc1)CN=2	95	98	3	3	98	0.3	1	97	/	97	99
O=C1COC(c2ccccc2)C2CCCCN12 (stereo not given)	101	98	5	10	95	0.5	4	95	11	97	103
CCN(CC)CC#CC(O)(c1ccccc1)c1ccccc1	94	100	9	15	97	-1.0	6	100	4	97	100
COc1ccc(S(=O)(=O)c2cnc3ccc(OC)cc3c2N2CCC3(CC2)OCCO3)cc1	99	99	22	11	97	19	92*	98	/	99	103
CCS(=O)(=O)/N=C(\N)c1ccccc1	95	97	0	25	97	0.3	3	98	11	97	101
Cc1ccc(NC(=O)CN(C)C(=O)c2ccc(Cl)c([N+](=O)[O-])c2)cc1	100	102	13	12	99	-0.1	0	100	-27	100	101
C=CCn1c(SCC(=O)Nc2ccc(C(=O)OCC)cc2)nnc1-c1cccs1	100	100	11	75	99	1.4	6	99	13	102	103
C/C(N)=C(/C#N)C(=O)CSc1nnc(Nc2cccc(C)c2C)s1	100	102	9	11	103	0.2	2	103	/	101	109
CC1COC2C(O1)N(S(C)(=O)=O)CCN2S(C)(=O)=O (stereo not given)	95	95	11	38	94	0.3	11	95	/	95	92
Cn1c2ccccc2c2ncn(Cc3ccco3)c(=O)c21	97	96	36	12	101	0.4	2	95	-1	97	95
COc1ccc2[nH]cc(CCNC(=O)C3CCCO3)c2c1 (stereo not given)	95	97	14	16	97	0.5	1	99	-11	98	101
COc1ccc(CNc2nc3ccccc3n2Cc2ccc(C)cc2)cc1OC	125*[activator]	131*[activator]	4	10	115	0.5	2	123*[activator]	10	121*[activator]	142*[activator]
COCCCNc1nc2c(-c3cccc(C(F)(F)F)c3)nnn2c2ccccc12	96	96	9	16	105	-0.1	0	100	/	98	98
Cc1nn(-c2cc(N3CCOCC3)ccc2N)c(=O)c2ccccc12	96	96	16	13	99	0.0	0	97	-8	96	98
O=C(Nc1ccc(S(=O)(=O)NC2CCCCC2)cc1)c1ccc(Br)o1	101	100	16	31	101	-0.1	10	98	-4	99	106

Five entries from above, with two lines to a compound:
Order of values: Rac1 act GTP bind	Cdc42 wt	Avidin bead fluor	GSH bead fluor	Rab7 wt GTP bind	ABCB1 block	ABCG2 inh	Rab2A wt mod	Pf gamet viab	HRas wt GTP	Rac1 wt modul
> CC1COC2C(O1)N(S(C)(=O)=O)CCN2S(C)(=O)=O (stereo not given)
  95	95	11	38	94	0.3	11	95	/	95	92
> Cn1c2ccccc2c2ncn(Cc3ccco3)c(=O)c21
  97	96	36	12	101	0.4	2	95	-1	97	95
> COc1ccc2[nH]cc(CCNC(=O)C3CCCO3)c2c1 (stereo not given)
  95	97	14	16	97	0.5	1	99	-11	98	101
> COc1ccc(CNc2nc3ccccc3n2Cc2ccc(C)cc2)cc1OC
  125*[activator]	131*[activator]	4	10	115	0.5	2	123*[activator]	10	121*[activator]	142*[activator]
> COCCCNc1nc2c(-c3cccc(C(F)(F)F)c3)nnn2c2ccccc12
  96	96	9	16	105	-0.1	0	100	/	98	98

Two compounds picked at random from those above, as already listed:
Structure	Rac1 act GTP bind	Cdc42 wt	Avidin bead fluor	GSH bead fluor	Rab7 wt GTP bind	ABCB1 block	ABCG2 inh	Rab2A wt mod	Pf gamet viab	HRas wt GTP	Rac1 wt modul
Cc1nn(-c2cc(N3CCOCC3)ccc2N)c(=O)c2ccccc12	96	96	16	13	99	0.0	0	97	-8	96	98
COc1ccc(CNc2nc3ccccc3n2Cc2ccc(C)cc2)cc1OC	125*[activator]	131*[activator]	4	10	115	0.5	2	123*[activator]	10	121*[activator]	142*[activator]

Compound activity (PubChem)
